# High-throughput results deposited in PubChem BioAssay by several laboratories.
# PP5 inh = inhibitors of human protein phosphatase 5 (PP5) | P53041 | purified PP5c, OMFP substrate fluorescence | inhibition, % at 6.7 µM | 320,000 tested, 0.18% active | AID 1987;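 active = inhibition above the campaign's mean inhibition across all tested compounds plus 3 SD, cut at about 9.5% in these data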;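 also: 0% = DMSO only and 100% = 100 µM cantharidin control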
# Target sequence (P53041 whole entry, looked up): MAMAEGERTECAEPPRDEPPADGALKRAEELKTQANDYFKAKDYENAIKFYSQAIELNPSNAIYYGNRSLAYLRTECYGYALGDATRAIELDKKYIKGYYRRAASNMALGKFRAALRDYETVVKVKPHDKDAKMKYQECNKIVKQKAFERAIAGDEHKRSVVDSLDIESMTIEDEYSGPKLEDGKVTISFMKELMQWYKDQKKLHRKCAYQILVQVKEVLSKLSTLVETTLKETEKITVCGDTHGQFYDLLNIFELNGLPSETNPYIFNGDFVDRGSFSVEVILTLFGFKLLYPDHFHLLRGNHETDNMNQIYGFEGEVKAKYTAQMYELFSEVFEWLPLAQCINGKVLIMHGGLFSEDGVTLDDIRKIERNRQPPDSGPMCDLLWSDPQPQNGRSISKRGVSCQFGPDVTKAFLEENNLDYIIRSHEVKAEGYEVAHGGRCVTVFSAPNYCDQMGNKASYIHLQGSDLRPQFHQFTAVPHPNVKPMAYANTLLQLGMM
# GRK2 inh = blocks RNA aptamer binding to human GRK2 | P25098 | bead flow cytometry, FAM-aptamer displacement from GRK2 | inhibition of aptamer binding, % at 10 µM | 330,000 tested, 0.59% active | AID 488847;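 active = inhibition of aptamer binding above 40%, roughly 3 SD of noise, on plates passing a quality check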;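 also: median bead fluorescence of bound FAM aptamer so fluorescent compounds give negative values; no value below 0 was filed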
# VLA-4 inh = inhibition in a human VLA-4 binding assay | VLA-4 expressing cells, ligand binding flow cytometry | inhibition, % (about 7 µM as worked out from the volumes in the protocol) | 330,000 tested, 0.2% active | AID 2557; in the data active = inhibition above about 50%
# PP1 inh = blocks human PP1-alpha phosphatase, a PP5 counter-screen; purified PP1alpha, OMFP fluorescence; inhibition, % at 6.7 µM; 320,000 tested, 0.9% active; AID 2235;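 active = inhibition above the mean inhibition of all tested compounds plus 3 SD, computed separately for each screening campaign, cut at about 15% in these data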
# HCV core dimer = blocks dimerization of HCV core protein; AID 1899; 300,000 tested, 0.33% active; TR-FRET GST/Flag-core106 dimerization, 1536-well; inhibition, % at 5 µM;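 active = inhibition above the mean of all tested compounds plus 3 SD, set per screening campaign, cut at about 45% in these data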
#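 System: GST/Flag-tagged HCV core106 proteins. Incubation: compound-protein-antibody incubation 4 h at 22.5 °C. Technique: HTRF with 340 nm excitation, 617/671 nm emission. Medium: KF-containing HEPES buffer, pH 7.45, DTT, CHAPS, BSA. Read-out: inhibition (%) from 671 over 617 nm ratio. Also added: Eu(K)-anti-GST 90 ng/mL plus XL665-anti-Flag 1 µg/mL.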
# procasp3 activ = procaspase-3 (human) activation | recombinant procaspase-3 D3A, Ac-DEVD-pNA absorbance 405 nm | AID 463141 | activation, % at 8.5 µM | 330,000 tested, 0.11% active;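 active = activation above the mean of all tested compounds plus 3 SD, cut at about 21% in these data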;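 also: 0% = DMSO alone and 100% = DMSO wells spiked with extra 5 µM PC-3 D3A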
# Target sequence (P42574 whole entry D9A/D28A/D175A): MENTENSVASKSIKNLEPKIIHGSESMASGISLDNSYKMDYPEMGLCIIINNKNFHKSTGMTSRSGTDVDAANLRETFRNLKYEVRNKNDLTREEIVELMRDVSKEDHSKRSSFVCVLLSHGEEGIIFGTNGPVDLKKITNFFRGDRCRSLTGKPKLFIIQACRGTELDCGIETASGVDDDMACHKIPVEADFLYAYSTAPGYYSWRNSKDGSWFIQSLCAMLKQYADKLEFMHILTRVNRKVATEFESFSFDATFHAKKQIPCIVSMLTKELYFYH
#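 Assay system: Autoprocessing-dead procaspase-3 D3A mutant enzyme; also added: Ac-DEVD-pNA; doses: one concentration, 8.5 µM nominal, 0.8% DMSO; times: 1 h compound preincubation, 2 h substrate hydrolysis at 25 °C; technique: 405 nm absorbance of p-nitroaniline, reads at 0 and 120 min; measure: % activation between DMSO and enzyme-spiked controls; repeats: single replicate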
# JMJD2C inh = blocks human GASC-1 demethylase activity; Q9H3R0; GST-JMJD2C(1-420) H3K9me3 demethylation, DELFIA europium; inhibition, % at 2.35 µM; 330,000 tested, 0.069% active; AID 2099;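 active = more than half of a compound's replicate wells show inhibition beyond 50%, single wells judged on their own value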;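 also: signal counts dimethyl H3K9 product captured on neutravidin plate; 0% = median of DMSO wells and 100% = 0.3 times that DMSO median; strong numbers were not always called active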
# procasp7 counter = activates human procaspase-7, counter-screen for procaspase-3 activators. AID 463210. recombinant procaspase-7, Ac-DEVD-pNA absorbance 405 nm; D23A/D198A/D206A triple mutant, cannot self-cleave; scale: DMSO 0, 5 µM enzyme 100. P55210. 330,000 tested, 0.093% active. activation, % at 8.5 µM;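 active = percent activation above the screen-wide mean plus 3 SD, cut at about 25% in these data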
#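 Material: Procaspase-7 triple mutant (PC-7 D3A) | Quantity: 2 µM procaspase-7 mutant as dispensed | Reagent: DEVD-pNA substrate | Times: 1 h preincubation, 2 h reaction | Technique: 405 nm absorbance of p-nitroaniline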
# Fh CTSL1 inh = counter-screen for PFM18AAP inhibitors: inhibitors of F. hepatica cathepsin L1. 300,000 tested, 0.49% active. recombinant F. hepatica cathepsin L1, Z-Leu-Arg-MCA fluorescence. AID 1906. inhibition, % at 5.96 µM;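 active = inhibition above the mean of all tested compounds plus 3 SD, set per screening campaign, cut at about 17% in these data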;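 also: 0% = plate median of test compound wells and 100% = 1 µM Z-Phe-Ala-diazomethylketone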
# Numbers without * were called inactive; / = no result given; & = joins results of further samples.
1) COc1cc([N+](=O)[O-])ccc1N1C(=O)C2C3C=CC(C4CC34)C2C1=O (centres undefined)
2) O=C(NCCCN1CCCCC1)C1CCC(CNS(=O)(=O)c2cccc3nsnc23)CC1 (centres undefined)
3) Nc1cc(N)nc(SCC(=O)Nc2ccc3c(c2)OCCCO3)n1
4) Cc1c(C=Nc2ccc(S(=O)(=O)CCO)cc2)c(O)[nH]c(=O)c1C#N
5) CSCCC(NC(=O)C1CCC(C)CC1)C(=O)NCCN1CCC(C)CC1 (centres undefined)
6) CC(C)CNC(=O)COC(=O)c1cc(S(=O)(=O)N2CCCCC2)ccc1N1CCOCC1
Screen / compound no.	1	2	3	4	5	6
PP5 inh	-1.1	3.3	1.3	4.6	-1.3	1.6
GRK2 inh	1	0	1	0	0	2
VLA-4 inh	10	-9	16	-29	-4	6
PP1 inh	-2	-1	0	1	-2	-6
HCV core dimer	3	-4	-4	1	-1	5
procasp3 activ	0	10	1	-6	11	3
JMJD2C inh	13	-2	8	4	1	10&0
procasp7 counter	10	-1	-6	-8	8	6
Fh CTSL1 inh	3	0	-3	2	10	-9

7) COc1ccc(C2=NOC(Cn3nc(-c4ccccc4)cc3C(=O)NCc3ccc(C)cc3)C2)cc1 (centres undefined)
8) CC(=O)Nc1ccc(NC(=O)C(C)OC(=O)CCc2c[nH]c3ccccc23)cc1 (centres undefined)
9) C[C@H](NC(=O)C1CCN(S(=O)(=O)c2ccccc2)CC1)C(=O)NCc1ccco1
10) C[C@@]12C(=O)Nc3ccc(Cl)cc3C(=O)N1[C@H]1c3cc(Cl)ccc3OC[C@@H]1[C@@H]2c1ccccc1
11) Cc1cc2cc(CNS(=O)(=O)c3ccccc3)ccc2n1C
12) Cc1noc(/C=C/c2ccco2)c1S(=O)(=O)N1CCC(C(=O)Nc2ccc(Cl)cn2)CC1
Screen / compound no.	7	8	9	10	11	12
PP5 inh	/	-0.3	-0.6	/	0.6	0.6
GRK2 inh	0	4	0	1	54*	2
VLA-4 inh	10	-5	14	-10	-6	-10
PP1 inh	/	-2	-4	/	11	1
HCV core dimer	/	-5	-1	/	-18	9
procasp3 activ	2	10	-8	0	3	3
JMJD2C inh	/	-20	8	-100	9	11
procasp7 counter	4	-6	-3	17	2	-10
Fh CTSL1 inh	/	-25	-4	/	3	2

13) [O-]/C(=C(\C(=S)NCc1ccccc1)[n+]1ccccc1)c1ccc(Cl)s1
14) CCOc1c2ccc(C(=O)NCc3ccc(C)cc3)cc2nn1CCOC
15) S=C(c1ccc(-c2ccccc2Cl)o1)N1CCCCC1
16) O=C(CN1CCN(S(=O)(=O)c2ccc(C(F)(F)F)cc2)CC1)N1CCNC1=O
17) CCc1ccc(NC(=O)C(=O)N/N=C(\C)CC(=O)Nc2ccc(OC)cc2)cc1
18) Clc1cccc(-c2nc3nc4ccccc4nc3n2Cc2ccco2)c1
Screen / compound no.	13	14	15	16	17	18
PP5 inh	2.7	1.6	5.3	3.1	-2.3	2.5
GRK2 inh	4	0	1	0	0	0
VLA-4 inh	-7	23	6	8	-6	-15
PP1 inh	3	2	-1	-1	-4	3
HCV core dimer	19	-8	2	/	3	7
procasp3 activ	-20	4	7	-4	4	1
JMJD2C inh	-5	3	-9	0	9	17
procasp7 counter	-20	2	4	-10	4	1
Fh CTSL1 inh	-1	-2	5	/	-2	5

19) O=C(C[C@H]1C/C=C\CC[C@H](Cc2ccc(F)cc2)C(=O)O[C@H](c2ccccc2)CNC1=O)N[C@H](CO)Cc1ccccc1
20) CCC(Cc1ccccc1)NC(=O)CN1C(=O)CSc2ncccc21 (centres undefined)
21) COC(=O)CN(c1ccc(C)cc1)S(=O)(=O)c1ccc2c(c1)n(C)c(=O)c(=O)n2C
22) CCOC(=O)c1c(C)[nH]c(C(=O)NCC(c2ccco2)N2CCCCC2)c1C (centres undefined)
23) COC(=O)c1cc2c(-c3ccccc3)cc3ccccn3c-2c1C(=O)OC
24) COc1cc(/C=C(\C#N)c2nc3ccc(C)cc3[nH]2)c([N+](=O)[O-])cc1OC
Screen / compound no.	19	20	21	22	23	24
PP5 inh	/	3.4	0.6	/	6.7	1.2
GRK2 inh	0	2	0	0	1	2
VLA-4 inh	41	28	13	-2	11	-2
PP1 inh	/	-2	0	/	3	-1
HCV core dimer	/	0	2	/	30	-11
procasp3 activ	8	2	-4	11	-11	-11
JMJD2C inh	4	17	-11	-5	-3	-8
procasp7 counter	15	5	2	3	-4	-17
Fh CTSL1 inh	/	-1	3	/	3	5

25) CCCC[C@@H]1CNC(=S)N1CCc1cccc2ccccc12
26) O=C(N/N=C/c1ccccn1)c1c[nH]c2ccccc12
27) O=C(NCc1cn2ccccc2n1)c1ccco1
28) CCOc1cc(C(=O)N(CC)CC(=O)Nc2c(F)cccc2F)ccc1OCC(=O)N1CCCCC1
29) NC(=O)[C@H](Cc1cc2ccccc2s1)NC(=O)[C@@H]1CC2(CC(c3cccc(NC(=O)[C@@H]4CCC(=O)N4)c3)=NO2)CN1C(=O)c1ccccc1 (some centres undefined)
30) Cc1cccc(C)c1OCC(=O)OCC(=O)c1ccc2c(c1)NC(=O)CO2
Screen / compound no.	25	26	27	28	29	30
PP5 inh	3.0	-1.4	-7.3	4.0	-0.3	-3.0
GRK2 inh	3	2	2	0	0	0
VLA-4 inh	1	1	-19	-11	-9	3
PP1 inh	2	1	9	-6	1	-3
HCV core dimer	9	-1	17	-10	-16	1
procasp3 activ	1	1	8	2	1	1
JMJD2C inh	-3	6	-5	25	0	-3
procasp7 counter	-5	3	0	-7	5	14
Fh CTSL1 inh	2	-1	-2	-7	1	-44

31) COc1ccc(CNC(=O)CN2C(=O)NC(C)(c3ccc(C(C)(C)C)cc3)C2=O)cc1 (centres undefined)
32) COc1ccc(NC(=O)N(C)C[C@H]2Oc3ccc(NS(=O)(=O)c4cccs4)cc3C(=O)N([C@H](C)CO)C[C@@H]2C)cc1
33) CCN1CCN(Cc2nc3c(c(=O)[nH]c(=O)n3C)n2Cc2ccccc2Cl)CC1
34) CCOC(=O)C1CCCN(CC(=O)NC2=Nc3ccccc3N=C(C)C2c2ccccc2)C1 (centres undefined)
35) c1ccc(CCNC2=NCCCS2)cc1
36) O=C(CSc1nncn1-c1ccccc1)Nc1c(F)cccc1F
Screen / compound no.	31	32	33	34	35	36
PP5 inh	2.0	/	2.5	2.3	1.4	2.2
GRK2 inh	0	3	0	17	1	0
VLA-4 inh	11	12	15	-8	-6	4
PP1 inh	1	/	1	0	5	-1
HCV core dimer	-4	/	-10	5	-3	6
procasp3 activ	7	2	8	0	14	7
JMJD2C inh	-8	/	2	-13	9	2
procasp7 counter	3	0	-5	7	8	-8
Fh CTSL1 inh	-2	/	1	4	2	-1

37) O=c1c2ccccc2c(=O)n2n1Cc1ccccc1C2
38) CCC/C(=N\NC(=O)c1cccc(C)c1)c1ccccc1
39) O=C(CS(=O)(=O)c1ccccc1)Nc1ncc([N+](=O)[O-])s1
40) CCOCc1[nH]c(=S)[nH]c(=O)c1Cc1ccc(OCC)cc1
41) Cc1sc(N)nc1-c1ccccc1
42) Cc1cc(NCc2cccnc2)no1
Screen / compound no.	37	38	39	40	41	42
PP5 inh	4.6	1.2	-1.0	0.8	-0.6	1.0
GRK2 inh	2	7	1	0	0	0
VLA-4 inh	9	4	12	-1	13	22
PP1 inh	-3	-4	-1	1	-4	-6
HCV core dimer	-2	-4	-1	-1	1	2
procasp3 activ	-1	6	-9	0	-2	9
JMJD2C inh	-3	7	-5	1	-23	-3
procasp7 counter	-7	-9	-2	-2	-2	3
Fh CTSL1 inh	-1	5	-2	2	0	-2

43) O=C(Nc1ccc(Cl)c(Cl)c1)N1CC=C(c2ccccc2)CC1
44) Cc1cccc(NC(=O)/C=C/c2ccc([N+](=O)[O-])s2)c1
45) CSc1nsc(SC)c1C(=O)Nc1ccc(Cl)cc1
46) NC(=O)c1ccc(NC(=O)COC(=O)c2cc(S(=O)(=O)N3CCOCC3)ccc2N2CCCCC2)cc1
47) O=c1c2ccsc2ncn1Cc1ccccc1F
48) N#CC1(C#N)C(c2ccccc2)OC23CCCCCC2C1(C#N)C(=N)O3 (centres undefined)
Screen / compound no.	43	44	45	46	47	48
PP5 inh	-0.7	1.2	1.7	1.2	1.4	-4.0
GRK2 inh	2	3	1	1	0	1
VLA-4 inh	-8	-93	-7	-7	2	20
PP1 inh	2	3	-1	-7	-3	1
HCV core dimer	1	-13	0	-2	-6	-3
procasp3 activ	3	-4	-6	-4	6	-11
JMJD2C inh	0	-5	-4	16	5	-26
procasp7 counter	-1	-2	8	-3	0	-16
Fh CTSL1 inh	-2	-5	7	-9	2	-1

49) O=C(O)COc1cccc(NC(=O)c2ccccc2)c1
50) O=C(C1CCC(=O)N(C2CCCC2)C1)N1CCN(c2ccc(Cl)cc2)CC1 (centres undefined)
51) O=C1NC[C@H](Cc2ccc(O)cc2)N(CC2CCCCC2)C1=O
52) Cc1ccc(NC(=O)COC(=O)CCc2nc3ccccc3c(=O)[nH]2)c(Br)c1
53) CCc1ccc2nc(SCC(=O)Nc3nnc(C)s3)c(C)cc2c1
54) O=C(c1ccc(CNc2c(N3CCCC3)c(=O)c2=O)cc1)N1CCc2ccccc2C1
55) Cn1c2c(c3cc([N+](=O)[O-])ccc31)CCCC2
56) Cc1cc(-c2n[nH]c(=S)n2/N=C/c2ccco2)n[nH]1
57) COc1ccc(NS(=O)(=O)c2cccc(C(=O)N/N=C(\C)c3ccncc3)c2)cc1
Screen / compound no.	49	50	51	52	53	54	55	56	57
PP5 inh	-0.1	1.7	1.1	1.6	-2.8	-1.4	6.5	2.1	0.2
GRK2 inh	8	0	1	3	2	3	0	0	0
VLA-4 inh	0	7	11	2	0	-9	-7	-2	13
PP1 inh	-4	-1	0	-1	-3	2	-3	-1	2
HCV core dimer	1	-2	6	-2	21	4	1	-9	2
procasp3 activ	6	4	7	9	3	3	0	-2	0
JMJD2C inh	5	3	-1	21	0	2	9	9	-25
procasp7 counter	0	1	-8	3	-1	5	-5	-7	11
Fh CTSL1 inh	-2	3	1	-4	3	1	-2	1	-1
